# a7 integrin act – activates integrin-mediated alleviation for muscular dystrophy | alpha7betagal myoblasts, beta-gal FDG fluorescence, 48 h | Potency, µM (doses to about 38.3 µM), inactives show at the highest dose activation, actives largely listed as activators | 0.064% of 350,000 active;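 note: potency is the fitted concentration of half-maximal effect; 100% = response of the positive control SU9516; nearly all actives have a fitted effect of over 60% in size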
#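 Alpha7betagal+/- myoblasts (passage 13) were plated 16-24 hr, then exposed to compounds (1:260 dilution of DMSO stock) for 48 hours at 37C. After MPER lysis, β-galactosidase reporter activity was read as FDG fluorescence (ex 480/em 540) after 30 minutes.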
# AT treatment – potential ataxia-telangiectasia treatment. […] A-T fibroblasts, KAP-1 phosphorylation AlphaLISA; neocarzinostatin DNA damage 30 min before lysis. Potency, µM (titrated, usually from 57.5 µM), without a hit: at the highest dose activation, hits mostly activators. 0.19% of 320,000 active; note: potency is the fitted concentration of half-maximal effect; % of control where 0% means no effect; nearly all actives have a fitted effect of over 45% in size
#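 hTERT-immortalized A-T patient fibroblasts ([…]), 500 cells/well in OPTI-MEM, 1% FBS, got compounds for 60 min, then NCS for 30 min at 37C. Lysates were then assayed for phospho-KAP-1 by AlphaLISA (anti-pKAP1 donor, anti-KAP1 acceptor beads), 6 hr at 25C.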
# MBNL1-CUG inh – blocks human MBNL1 binding to CUG repeat RNA; Potency, µM (highest dose often 57.5 µM), for inactives: at the top dose activity change, negative = inhibition, most hits filed as inhibitors; TR-FRET MBNL1-His/biotin-(CUG)12 binding, 665/545 ratio; Q9NR56; AID 2675; 0.036% of 280,000 active; active = well fitted inhibition curve with a large enough effect in the signal ratio, with a control signal flat, not every such curve was filed as active; inconclusive = small, poorly fitted or top-dose-only effect, or effect the other way, or a change in a side signal; inactive = no such curve, though single readings can be large or run the other way; the % refers to the signal ratio; note: potency is the fitted concentration of half-maximal effect; % is set by controls: 0 for no effect and ±100 for the full control effect
#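 Inhibition of protein-RNA binding appears as loss of TR-FRET between terbium anti-His antibody on MBNL1-His and streptavidin-XL665 on biotin-(CUG)12. Activity is normalized to buffer-only and uninhibited-complex controls.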
# KCNH2 3.1 inh – inhibitors of human KCNH2 3.1 potassium channel isoform | U2OS KCNH2 3.1, thallium flux FluxOr; active compounds read low | activity change, % (tested at about 1.8 µM) | 0.95% of 340,000 active | AID 720553;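 active = maximum activity change below -70%; inconclusive = maximum activity change from -70% to -50%; inactive = maximum activity change above -50%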;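 note: thallium influx rate constant from kinetic fluorescence after stimulation buffer; % is set by controls: 0 for no effect and ±100 for the full control effect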
#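 Kinetic fluorescence (2 min after stimulation buffer) measures Tl+ influx through KCNH2 3.1 expressed by viral transduction in U2OS cells; the rate constant is normalized against DMSO controls serving as positive and negative references.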
# FBPA coupling cs – inhibits coupling enzyme system, counter-screen for aldolase hits; coupling enzyme system counterscreen, AmpLite Red fluorescence; activity change, negative = inhibition, % at 58.2 µM, hits read low; 0.67% of 290,000 active; AID 2472; in the data active = activity change below about -30%; note: % is set by controls: 0 for no effect and ±100 for the full control effect
#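 Counterscreen lacking aldolase: glyceraldehyde-3-phosphate coupling-enzyme reagent preincubated 10 min at RT with compound (at 57.5 uM final), then substrate/coupling system with AmpLite Red added; fluorescence read at 525/598 nm after 20 min RT.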
# KCNH2 WT inh – KCNH2 (human, wildtype) channel inhibition | Q12809 | U2OS, BacMam KCNH2, thallium flux FluxOr; active compounds read low | activity change, % at 1.84 µM | 0.37% of 340,000 active;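 active = maximum activity change below -70%; inconclusive = maximum activity change between -70% and -50%; inactive = maximum activity change above -50%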; note: % is set by controls: 0 for no effect and ±100 for the full control effect
#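 U2OS cells transduced with wild-type KCNH2 virus are loaded with FluxOr dye for 45 min, and thallium flux is measured in kinetic reads before and after stimulation buffer. Rate constants are normalized to DMSO controls.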
# TRPV1 ag – human TRPV1 agonism | Q8NER1 | TRPV1-expressing cells, Fluo-8 calcium influx, agonist mode | activation, % at 8.33 µM | 0.19% of 320,000 active; in the data active = activation above about 80%; inconclusive = between about 30% and that limit; note: 0% is about no effect
#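 Fluo-8 calcium influx in TRPV1-expressing cells, kinetic read (ex 480/em 520 nm). Compound added and read 3 min for agonist activity, followed by capsaicin at EC20 final and 2 min further read for enhancement.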
# GALK inhibitor – blocks human galactokinase activity; 0.007% of 270,000 active; AID 1868; Purified GALK, Kinase-Glo residual ATP luminescence; Potency, µM (series often up to 57.5 µM), inactives show top-dose activity change, negative = inhibition, hits mostly inhibitors; note: potency is the fitted concentration of half-maximal effect; % is set by controls: 0 for no effect and ±100 for the full control effect
# Target sequence (P51570 whole entry, looked up): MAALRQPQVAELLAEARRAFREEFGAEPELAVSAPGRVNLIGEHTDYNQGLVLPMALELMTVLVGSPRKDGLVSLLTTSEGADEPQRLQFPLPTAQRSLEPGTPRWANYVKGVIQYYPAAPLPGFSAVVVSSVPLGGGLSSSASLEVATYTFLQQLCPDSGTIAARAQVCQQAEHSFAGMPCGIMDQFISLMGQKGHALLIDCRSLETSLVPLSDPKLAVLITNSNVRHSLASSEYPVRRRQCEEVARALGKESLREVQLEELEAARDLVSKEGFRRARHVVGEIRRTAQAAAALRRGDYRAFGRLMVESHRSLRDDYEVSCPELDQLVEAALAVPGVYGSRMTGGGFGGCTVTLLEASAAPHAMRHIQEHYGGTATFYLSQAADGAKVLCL
#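 Galactose (100 uM) and ATP (35 uM) were turned over by 5 nM GALK for 1 h at RT. Kinase-Glo Plus then converted the remaining ATP into a luminescent signal.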
# ASM inhibitor – inhibitors of human secretory acid sphingomyelinase; placental ASM, HMU-PC fluorogenic substrate, 60 min; Potency, µM (doses to about 57.5 µM), for the others: at the top dose activity change, negative = inhibition, hits mostly inhibitors; 0.006% of 340,000 active; AID 504937; note: potency is the fitted concentration of half-maximal effect
# Target sequence (P17405 47-631 limits assumed): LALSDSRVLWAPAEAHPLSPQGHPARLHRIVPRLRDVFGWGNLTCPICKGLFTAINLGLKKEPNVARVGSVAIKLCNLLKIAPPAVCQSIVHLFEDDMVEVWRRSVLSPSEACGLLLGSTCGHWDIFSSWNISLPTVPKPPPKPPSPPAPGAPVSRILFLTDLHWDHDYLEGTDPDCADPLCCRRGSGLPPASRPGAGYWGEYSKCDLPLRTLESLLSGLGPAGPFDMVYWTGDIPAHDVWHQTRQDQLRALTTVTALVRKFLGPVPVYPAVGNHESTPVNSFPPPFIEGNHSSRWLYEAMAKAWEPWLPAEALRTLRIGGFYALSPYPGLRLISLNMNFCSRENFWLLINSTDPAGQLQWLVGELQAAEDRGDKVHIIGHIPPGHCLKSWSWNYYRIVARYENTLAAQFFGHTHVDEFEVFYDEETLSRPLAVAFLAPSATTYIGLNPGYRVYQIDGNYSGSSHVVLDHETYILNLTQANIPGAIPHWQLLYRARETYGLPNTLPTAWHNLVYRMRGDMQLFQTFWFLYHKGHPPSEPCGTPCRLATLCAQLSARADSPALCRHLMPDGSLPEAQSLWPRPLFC
#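 Human placenta-derived ASM enzyme was preincubated with compound for 10 minutes at room temperature, then given fluorogenic substrate HMU-PC0 (9 uM final) for 60 minutes at 37 °C; a pH 10 stop preceded fluorescence reading at Ex 386/Em 447 nm.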
# CXXC DNA block – inhibitors of human MLL CXXC domain-DNA interaction; Q03164; MLL-CXXC / FITC-HOXA9 DNA fluorescence polarization; Potency, µM (highest dose often 115 µM), for the others: at the top dose activity change, negative = inhibition, hits mostly inhibitors; 0.037% of 290,000 active; AID 2662; active = well fitted inhibition curve with a large enough effect in the polarisation, with a control signal flat, not every such curve was filed as active; inconclusive = small, poorly fitted or top-dose-only effect, or effect the other way, or a change in a side signal; inactive = no such curve, though single readings can be large or run the other way; the % refers to the polarisation; note: potency is the fitted concentration of half-maximal effect
#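 Steps: dispense CXXC domain solution (7 uM) → pin compounds or unlabeled HOX-A9 DNA control → 5 min ambient → add FLSN-HOX-A9 solution (50 nM) → spin → 30 min ambient → fluorescence polarization. Tris pH 7.5/NaCl/DTT/BSA buffer.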
# The depositor's hits bear a star; ? = inconclusive; · = no result given; & = joins results of further samples; [ ] = dose if it differs, or a comment. Unless noted, calls come from the whole dose curve; as a rule, active = well fitted curve in the direction sought with a large enough effect; inconclusive = small, poorly fitted or top-dose-only effect, or another doubt; inactive = no such curve, though single readings can be large; an effect the other way counts as inactive or inconclusive. Not a hit list; any-hit rate near 2%.
1: CCOc1cc(C2C(C#N)=C(N)Oc3n[nH]c(-c4ccccc4)c32)ccc1O (stereo not given)
2: Cc1cccnc1NC(=S)Nc1ccc(Cl)c(Cl)c1
3: CC1CCCCN1C(=O)CN(C)S(=O)(=O)c1cccc2nsnc12 (stereo not given)
4: COc1ccc(NC(=O)c2cc(-c3ccccn3)nc3ccccc23)cc1S(=O)(=O)N(C)C
5: Cc1cccc(C)c1NC(=O)CN(C)C(=O)CSC(=S)N1CCCC1
6: CC(=O)C1=C(O)C(=O)N(Cc2ccccc2)C1c1ccc(F)cc1 (stereo not given)
7: C[N+]1(CCCCCCC(=O)/C=N/O)CCCCCC1
8: Cc1cccc(OCC(=O)Nc2nnc(S(=O)(=O)N3CCC(C)CC3)s2)c1
compound no.,1,2,3,4,5,6,7,8
a7 integrin act,8%,-9%,-23%,-18%,0%,?,-61%[inhibitor],-3%
AT treatment,10%,3%,-1%,5%,-3%,12%,3%,9%
MBNL1-CUG inh,13%,2%,?,·,·,-1%,5%,3%
KCNH2 3.1 inh,13,5,3,17,-9,5,8,-6
FBPA coupling cs,-11,4,·,·,·,10,3,2
KCNH2 WT inh,-3,-3,7,-19,7,7,-16,-2
TRPV1 ag,-3,1,0,-1,2,2,2,1
GALK inhibitor,3%,0%,6%,·,·,0%,0%,·
ASM inhibitor,-2%,1%,1%,-1%,-1%,9%,7%,-1%
CXXC DNA block,-14%,-13%,0%,·,·,7%,7%,-10%

9: COCCCN(C(=O)Cc1csc(-c2cccc(Cl)c2)n1)c1c(N)n(Cc2ccccc2)c(=O)[nH]c1=O
10: C=CCN=C1N[C@@H](c2cccc(C(F)(F)F)c2)C(C(=O)OC)=C(C)N1CC
11: NC1=NC(=O)/C(=C\c2cc([N+](=O)[O-])ccc2Cl)S1
12: Cc1csc(NC(=O)c2ccncc2)n1
13: N#C/C(C(=O)N1CCCC1)=C1/N=C(N)c2ccccc21
14: Cc1ccc(N(CC(=O)NC2CCCCC2)C(=O)Cn2nnc(-c3ccc(C)o3)n2)cc1
15: COc1cccc(N2C(=O)CC(NNC(=O)c3cccs3)C2=O)c1 (stereo not given)
16: Cc1nnc(-c2cccc(C(F)(F)F)c2)nc1N1CCOCC1
compound no.,9,10,11,12,13,14,15,16
a7 integrin act,7%,0%,-57%[inhibitor],-21%,35%,-9%,13%,4%
AT treatment,5%,-2%&-6%,-4%,7%,-2%,5%[11.5 µM],-3%,-4%
MBNL1-CUG inh,·,13%&4%,3%,-6%,?,-5%,·,2%
KCNH2 3.1 inh,-10,·,15,19,-12,-5,-1,0
FBPA coupling cs,·,-3&1,2,-2,1,0,6,0
KCNH2 WT inh,4,·,·,7,0,5,3,-3
TRPV1 ag,8,9&-1,0,-1,-6,2,-4,22
GALK inhibitor,·,·,-1%,-2%,0%,1%,0%,-2%
ASM inhibitor,9%,6%,-5%,-3%,-3%,-2%,5%,-1%
CXXC DNA block,·,31%&22%[activator],2%,10%,12%,-5%,6%,6%

# 4 compounds picked at random from those above, as already listed:
11: NC1=NC(=O)/C(=C\c2cc([N+](=O)[O-])ccc2Cl)S1
16: Cc1nnc(-c2cccc(C(F)(F)F)c2)nc1N1CCOCC1
10: C=CCN=C1N[C@@H](c2cccc(C(F)(F)F)c2)C(C(=O)OC)=C(C)N1CC
12: Cc1csc(NC(=O)c2ccncc2)n1
compound no.,11,16,10,12
a7 integrin act,-57%[inhibitor],4%,0%,-21%
AT treatment,-4%,-4%,-2%&-6%,7%
MBNL1-CUG inh,3%,2%,13%&4%,-6%
KCNH2 3.1 inh,15,0,·,19
FBPA coupling cs,2,0,-3&1,-2
KCNH2 WT inh,·,-3,·,7
TRPV1 ag,0,22,9&-1,-1
GALK inhibitor,-1%,-2%,·,-2%
ASM inhibitor,-5%,-1%,6%,-3%
CXXC DNA block,2%,6%,31%&22%[activator],10%

# Continued:
17: COc1ccc(OCCSc2nnc(-c3ccccc3)n2N)cc1
18: Cc1cccc(-c2ocnc2C(=O)N2CCN(C(=O)c3cccs3)CC2)c1
19: CN(CCc1ccccc1)C(=O)c1cccc(NC(=O)Cc2cccc(NC(=O)C3CCCN(C(=O)C4CCCCC4)C3)c2)c1 (stereo not given)
20: CCOC(=O)C1CCN(C(=O)Cc2cccc3ccccc23)CC1
21: c1ccc(N2CCN(Cc3ccsc3)CC2)nc1
22: O=C1NCCN(Cc2ccc(Cl)c(F)c2)C1CC(=O)N1CCc2ccccc2C1 (stereo not given)
23: Cc1cn(Cc2ccccc2Cn2cc(C)c(=O)[nH]c2=O)c(=O)[nH]c1=O
24: CCCCOC(=O)NC1(C)CCS(=O)(=O)C1 (stereo not given)
compound no.,17,18,19,20,21,22,23,24
a7 integrin act,-21%,-39%,-3%,-12%,12%,-12%,15%,16%
AT treatment,-5%,-7%,·,2%,3%,1%[11.5 µM],-2%,3%
MBNL1-CUG inh,8%,0%,·,-6%,-4%,3%,2%,-10%
KCNH2 3.1 inh,13,1,-23,11,17,-8,0,-6
FBPA coupling cs,2,1,·,-1,1,-6,-1,0
KCNH2 WT inh,-2,-5,-3,-2,5,1,-7,-2
TRPV1 ag,0,0,·,0,1,1,-1,-4
GALK inhibitor,6%,6%,·,0%,2%,1%,-3%,1%
ASM inhibitor,4%,0%,0%,-1%,3%,6%,-3%,10%
CXXC DNA block,3%,4%,·,-8%,-2%,8%,6%,-4%

25: COc1ccc(C(=O)OCC(=O)NC2CC2)cc1S(=O)(=O)N(C)Cc1ccccc1
26: C=CCn1c(SCC(=O)NC2CCCC2)nnc1-c1ccncc1
27: NS(=O)(=O)c1cccc(NC(=O)Nc2ccccc2)c1
28: CCN(CC)S(=O)(=O)c1ccc(/C=C/C(=O)OCC(=O)c2c(N)n(C)c(=O)n(C)c2=O)cc1
29: COC(=O)c1ccc(NC(=S)NN2CCOCC2)cc1
30: Cc1ccc(NC(=S)N(CCN(C)C)C(C)c2cccnc2)cc1 (stereo not given)
31: COc1ccc(-c2nc(CCNC(=O)c3ccc(Br)o3)cs2)cc1
32: Cc1cccc2cc(CN(C(=O)c3cccs3)c3ccccc3)c(=O)[nH]c12
compound no.,25,26,27,28,29,30,31,32
a7 integrin act,-6%,10%,3%,-4%,-2%,0%,1%,14%
AT treatment,2%,20%,35%,1%,-4%,-1%,12%,6%
MBNL1-CUG inh,·,2%,-5%,?,-10%,12%,8%,·
KCNH2 3.1 inh,3,5,10,3,-12,-2,4,-20
FBPA coupling cs,·,·,-2,1,-4,0,-2,7
KCNH2 WT inh,0,7,-4,0,-6,10,-10,-2
TRPV1 ag,-2,0,-1,-5,2,-2,?,-2
GALK inhibitor,·,-4%,2%,-1%,5%,-1%,-3%,0%
ASM inhibitor,0%,6%,-5%,-9%,1%,2%,-8%,2%
CXXC DNA block,·,20%,-1%,-15%,-7%,-2%,-1%,-2%

33: Cc1ccc([N+](=O)[O-])c(NC(=O)COC(=O)C2CC3CCCC(C2)C3=O)c1C (stereo not given)
34: CC(=O)Nc1ccc(NC(=O)Nc2ccc(C)c(C)c2)cc1
35: CC(C)(Oc1ccc(Cl)cc1)C(=O)NCc1ccncc1
36: CCCCNC(=O)N(O)C1N(/N=C/c2cccnc2)C(=S)SC1(C)C (stereo not given)
37: Cc1onc(-c2ccccc2)c1C(=O)NC(=S)Nc1sc2c(c1C#N)CCCC2
38: NCCCC[C@H]1CNC(=O)C(=O)N1CCc1cccc2ccccc12
39: COc1cccc(NC(=O)c2oc3ccc(S(=O)(=O)N4CCOCC4)cc3c2C)c1
40: CCN1CCN(C(=O)Cn2ncc3c([nH]c4ccc(C)cc43)c2=O)CC1
41: O=C(Nc1cccc(NC(=O)c2cc([N+](=O)[O-])ccc2Cl)n1)c1cc([N+](=O)[O-])ccc1Cl
compound no.,33,34,35,36,37,38,39,40,41
a7 integrin act,?,-11%,-12%,-42%,?,4%,1%,-7%,-21%
AT treatment,9%,4%,-8%,2%,-8%,9%,1%,-5%,·
MBNL1-CUG inh,16%,6%,-6%,-4%,1%,8%,6%,-5%,·
KCNH2 3.1 inh,2,15,-2,45,4,8,-11,2,-2
FBPA coupling cs,·,1,4,2,3,8,-1,·,·
KCNH2 WT inh,7,0,-19,6,-9,0,6,1,1
TRPV1 ag,2,25,?,7,-5,0,3,0,·
GALK inhibitor,-7%,0%,1%,-2%,·,-1%,0%,-6%,·
ASM inhibitor,-1%,0%,-1%,-1%,-3%,4%,-7%,0%,-1%
CXXC DNA block,15%,2%,0%,10%,8%,-13%,4%,2%,·

# Screening results: PubChem BioAssay, National Center for Advancing Translational Sciences (NCATS)
